RORg inh – inhibitors of mouse ROR gamma transcriptional activity | Potency, µM (top dose mostly 53.6 µM), for the others: at the highest dose activity change, negative = inhibition, actives largely listed as inhibitors | actives 5.4% (n = 310,000) | AID 2551 | Drosophila S2 Gal4-RORgamma UAS-luciferase reporter, 20 h; note: % is set by controls: 0 for no effect and ±100 for the full control effect; nearly all actives have a fitted effect of over 60% in size
Target sequence (P51450 whole entry, looked up, the tested form may be a part): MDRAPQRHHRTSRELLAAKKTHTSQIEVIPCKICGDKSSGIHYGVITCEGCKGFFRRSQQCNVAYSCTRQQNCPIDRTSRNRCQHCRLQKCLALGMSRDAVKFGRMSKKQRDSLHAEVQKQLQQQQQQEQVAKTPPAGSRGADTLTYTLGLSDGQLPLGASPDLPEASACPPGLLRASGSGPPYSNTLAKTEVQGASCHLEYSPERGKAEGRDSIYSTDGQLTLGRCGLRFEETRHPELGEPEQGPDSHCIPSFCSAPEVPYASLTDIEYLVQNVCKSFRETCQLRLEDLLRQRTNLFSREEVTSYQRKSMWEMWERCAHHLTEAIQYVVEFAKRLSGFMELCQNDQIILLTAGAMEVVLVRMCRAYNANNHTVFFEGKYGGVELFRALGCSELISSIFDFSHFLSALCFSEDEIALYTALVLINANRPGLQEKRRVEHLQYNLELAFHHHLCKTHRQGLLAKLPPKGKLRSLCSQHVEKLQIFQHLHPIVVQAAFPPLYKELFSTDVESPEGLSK
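Drosophila S2 cells stably expressing Gal4-DBD/mouse RORγ fusion under metallothionein promoter plus UAS-luciferase; compound 1 h, then 700 uM CuSO4 induction for 20 h at ambient temperature; inhibition read as reduced luminescence.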
Rab9 prom act – activates the Rab9 promoter | Potency, µM (top dose mostly 9.22 µM), without a hit: at the highest dose activation, negative = inhibition, usual class: activators | Huh7 Rab9 promoter-luciferase reporter, luminescence, 24 h | AID 485297 | actives 2.8% (n = 320,000); note: % of control where 0% means no effect; nearly all actives have a fitted effect of over 60% in size
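Huh7 cells stably carrying a Rab9 promoter-luciferase reporter, 1500 cells per well in OP-MEM I with 10% FBS, treated with compound 24 hours at 37C. Luciferase activity read by luminescence after 10 minutes with Amplite reagent.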
ELG1 genotoxic – induces genotoxicity in HEK293T cells with luciferase-tagged ELG1; actives 1.3% (n = 330,000); AID 504466; Potency, µM (highest dose often 46 µM), for the others: top-dose activity change, positive = activation, actives largely listed as activators; HEK293T ELG1-luciferase reporter, luminescence, 16 h; note: % of control where 0% means no effect; nearly all actives have a fitted effect of over 60% in size
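DMSO vehicle served as control against compound-treated ELG1-luciferase HEK293T cells; exposure lasted 16 hr at 37 °C and 5% CO2, followed by ONE-Glo luminescence detection after 30 min.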
NPC1 prom act – activators of NPC1 promoter; Huh7 NPC1 promoter luciferase reporter, 24 h; Potency, µM (series often up to 9.22 µM), for inactives: at the highest dose activation, hits mostly activators; actives 2.4% (n = 320,000); AID 485313;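 note: % of control where 0% means no effect; nearly all actives have a fitted effect of over 60% in size; reporter is driven by a mutant NPC1 promoter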
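Stably transfected Huh7 (NPC1 promoter→luciferase), 1500 cells/well in Opti-MEM + 10% FBS, 2 h settle, then compound 24 h at 37 °C. Luminescence after 10 min with Amplite reagent.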
MLL CXXC-DNA inh – MLL CXXC-DNA interaction inhibition; actives 0.037% (n = 290,000); Q03164; AID 2662; Potency, µM (top dose mostly 115 µM), for the others: at the highest dose activity change, negative = inhibition, hits mostly inhibitors; MLL-CXXC / FITC-HOXA9 DNA fluorescence polarization; active = well fitted inhibition curve with a large enough effect in the polarisation, with a control signal flat, not every such curve was filed as active; inconclusive = small, poorly fitted or top-dose-only effect, or effect the other way, or a change in a side signal; inactive = no such curve, though single readings can be large or run the other way; the % refers to the polarisation
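Steps: dispense CXXC domain solution (7 uM) → pin compounds or unlabeled HOX-A9 DNA control → 5 min ambient → add FLSN-HOX-A9 solution (50 nM) → spin → 30 min ambient → fluorescence polarization. Tris pH 7.5/NaCl/DTT/BSA buffer.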
uPA generation – cell surface uPA generation inhibition | cell surface uPA generation assay, qHTS | Potency, µM (highest dose often 38.3 µM), inactives show at the highest dose activity change, negative = inhibition, most hits filed as inhibitors | actives 0.31% (n = 330,000) | AID 540303; active = well fitted inhibition curve with a large enough effect; inconclusive = small, poorly fitted or top-dose-only effect; inactive = no such curve, though single readings can be large or run the other way; tested in mouse RAW 264.7 cells; note: % is set by controls: 0 for no effect and ±100 for the full control effect; nearly all actives have a fitted effect of over 55% in size
FLuc modulator – firefly luciferase modulation, counter-screen for miR-21 project; actives 6.9% (n = 360,000); purified FLuc, Km substrates, luminescence inhibition; Potency, µM (titrated, usually from 57.5 µM), inactives show at the highest dose activity change, negative = inhibition, hits mostly inhibitors; P08659;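 note: plate controls were vehicle for no effect and reference inhibitor for full effect; nearly all actives have a fitted effect of over 55% in size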
Target sequence (P08659 whole entry, looked up): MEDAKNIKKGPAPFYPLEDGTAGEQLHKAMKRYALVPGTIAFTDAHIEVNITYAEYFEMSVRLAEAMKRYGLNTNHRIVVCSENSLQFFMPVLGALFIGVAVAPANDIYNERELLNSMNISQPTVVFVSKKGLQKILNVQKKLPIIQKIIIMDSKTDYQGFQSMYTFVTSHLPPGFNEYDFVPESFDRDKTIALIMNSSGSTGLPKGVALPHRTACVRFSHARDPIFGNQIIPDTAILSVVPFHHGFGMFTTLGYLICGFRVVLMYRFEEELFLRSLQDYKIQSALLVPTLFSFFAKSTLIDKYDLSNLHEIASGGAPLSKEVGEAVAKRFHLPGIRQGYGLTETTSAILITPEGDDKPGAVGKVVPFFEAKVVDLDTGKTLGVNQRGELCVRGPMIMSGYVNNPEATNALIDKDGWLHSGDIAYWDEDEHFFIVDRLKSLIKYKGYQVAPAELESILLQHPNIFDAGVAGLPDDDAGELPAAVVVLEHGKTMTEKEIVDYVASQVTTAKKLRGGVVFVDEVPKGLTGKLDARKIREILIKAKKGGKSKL
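Purified P. pyralis luciferase (10nM final) with 10uM D-luciferin and 10uM ATP (Km levels) in 50mM Tris acetate pH 7.5, 10mM Mg acetate, 0.01% Tween-20, 0.05% BSA; qHTS 6-point titration, ~60 µM downward; luminescence read.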
Gal4-VP16 FLuc – counter-screen for ROR gamma inhibitors: Gal4-VP16 reporter | Drosophila S2 Gal4-VP16 UAS-luciferase, luminescence, 20 h | Potency, µM (doses to about 53.6 µM), for the others: at the highest dose activity, negative = inhibition, actives largely listed as inhibitors | actives 3.5% (n = 310,000) | AID 2546;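 note: Gal4-VP16 expression switched on by copper sulfate through the metallothionein promoter; % is set by controls: 0 for no effect and ±100 for the full control effect; nearly all actives have a fitted effect of over 50% in size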
MBNL1 CUG block – MBNL1-poly(CUG) RNA binding inhibition; Q9NR56; TR-FRET MBNL1-His/biotin-(CUG)12 binding, 665/545 ratio; Potency, µM (titrated, usually from 57.5 µM), for inactives: top-dose activity change, negative = inhibition, hits mostly inhibitors; actives 0.036% (n = 280,000); active = well fitted inhibition curve with a large enough effect in the signal ratio, with a control signal flat, not every such curve was filed as active; inconclusive = small, poorly fitted or top-dose-only effect, or effect the other way, or a change in a side signal; inactive = no such curve, though single readings can be large or run the other way; the % refers to the signal ratio; note: % is set by controls: 0 for no effect and ±100 for the full control effect
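Compound titration spanned 92 nM–58 uM against the MBNL1-His/biotin-(CUG)12 complex. After 60 min at room temperature with 5 nM streptavidin-XL665 and 0.055 ng/ul terbium anti-His, ratiometric 665/545 nm emission (Ex 340 nm) normalized to controls.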
p53 reactivator – re-activators of mutant p53; Potency, µM (top dose mostly 92.2 µM), for inactives: top-dose activity change, positive = activation, usual class: activators; H1299 p53-A138V BP100-luciferase reporter, luminescence, 24 h; actives 0.063% (n = 320,000); note: % of control where 0% means no effect; nearly all actives have a fitted effect of over 45% in size
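H1299 (p53-null), stable ts p53-A138V + BP100-Luc; 1000 cells/well, Opti-MEM/10% FBS; cpd 4 pt, 1:5; 24 h, 37 deg C, 5% CO2; detection reagent 10 min RT; luminescence.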
BRCA1 expr up – activators of BRCA1 expression. MCF7-BRCA1-FFLuc reporter, luminescence, 48 h; response scale: scaled: vehicle 0%, 10 µM genistein 100%. Potency, µM (doses to about 46.1 µM), for the others: top-dose activation, actives largely listed as activators. actives 1.1% (n = 380,000). AID 624202; note: nearly all actives have a fitted effect of over 80% in size; some results filed as inactive show a strong effect at the top dose
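Using MCF7 cells harboring a BRCA1 firefly luciferase reporter, plated 2 h before compound pinning, the screen measured luminescence after 48 h incubation. Responses were normalized to DMSO and 10 microM genistein, then fitted for concentration-effect.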
* marks the source's active call; other numbers are inactive results; ? = inconclusive; · = not tested or not shown; [ ] = dose if it differs, or a comment. Unless noted, calls come from the whole dose curve; as a rule, active = well fitted curve in the direction sought with a large enough effect; inconclusive = small, poorly fitted or top-dose-only effect, or another doubt; inactive = no such curve, though single readings can be large; an effect the other way counts as inactive or inconclusive. Potency is the fitted concentration of half-maximal effect.

SMILES	RORg inh	Rab9 prom act	ELG1 genotoxic	NPC1 prom act	MLL CXXC-DNA inh	uPA generation	FLuc modulator	Gal4-VP16 FLuc	MBNL1 CUG block	p53 reactivator	BRCA1 expr up
O=C(Nc1ccccc1C(F)(F)F)c1ncn[nH]1	-8%	0%	0%	0%	-4%	6%	-4%	-4%	-1%	4%	1%
COc1ccc(CNc2nc3ccccc3n2C(C)C)c(O)c1	-1%[1.91 µM]	4%	-6%	-5%	12%	3%	?	2%	2%	·	-16%
O=C(NCCc1ccccc1)C1CC(=O)N(C2CCCCC2)C1 (configuration not stated)	-22%	-1%	3%	1%	1%	5%	-1%	-4%	-2%	4%	27%
Cc1ccc2oc(=O)c(/C=C(\O)C(C)(C)C)nc2c1	5µM*	13%	0%	-2%	-6%	-19%	-10%	-21%	0%	16%	-21%
O=C1C2C(c3ccccc3)CC=CC2[C@H](c2ccoc2)N1Cc1ccccc1 (some centres not stated)	?	-8%	-6%	-3%	11%	?	-2%	-5%	1%	3%	0%
Cc1cc(C)n(CC(=O)NC2C(=O)N3C(C(=O)O)=C(CSc4nnc(C)s4)CSC23)n1 (configuration not stated)	-9%	0%	4%	0%	-3%	24%	3%	-7%	3%	0%	6%
Cc1ccc(NC(=O)CCCc2ccccc2)nc1	?	4µM*	?	?	0%	-1%	17µM*	28%	-1%	2%	11µM*
CCOC(=O)c1c(C)[nH]c(C(=O)/C(C#N)=C/c2ccc(OC)c(OC)c2)c1C	-12%[10 µM]	-4%	5%	0%	3%	-1%	-1%	4%	·	-4%	7%
COC(=O)C1=C(N)Oc2cc(C)n(CCc3ccccc3)c(=O)c2C1c1cccnc1 (configuration not stated)	-31%	-3%	-17%	10%	2%	0%	-1%	-13%	-3%	-1%	-39%
Cc1cc(Cl)ccc1OCC(=O)N[C@@H](Cc1ccccc1)c1nc2ccccc2[nH]1	?	-2%	2%	-2%	-9%	-1%	2%	?	8%	-11%	-43%

Whole records, looked up by structure. Order of values: RORg inh, Rab9 prom act, ELG1 genotoxic, NPC1 prom act, MLL CXXC-DNA inh, uPA generation, FLuc modulator, Gal4-VP16 FLuc, MBNL1 CUG block, p53 reactivator, BRCA1 expr up
`O=C1C2C(c3ccccc3)CC=CC2[C@H](c2ccoc2)N1Cc1ccccc1` (some centres not stated) across the screens: ?, -8%, -6%, -3%, 11%, ?, -2%, -5%, 1%, 3%, 0%
`Cc1cc(Cl)ccc1OCC(=O)N[C@@H](Cc1ccccc1)c1nc2ccccc2[nH]1` across the screens: ?, -2%, 2%, -2%, -9%, -1%, 2%, ?, 8%, -11%, -43%

Next structures follow:
SMILES	RORg inh	Rab9 prom act	ELG1 genotoxic	NPC1 prom act	MLL CXXC-DNA inh	uPA generation	FLuc modulator	Gal4-VP16 FLuc	MBNL1 CUG block	p53 reactivator	BRCA1 expr up
Cc1ccccc1N(C(=O)CCCC(=O)Nc1ccccn1)C(C(=O)NC1CCCC1)c1ccc(O)cc1 (configuration not stated)	21%	-1%	0%	-3%	9%	1%	-2%	2%	-2%	-1%	-43%
O=C(CN1CCN(c2ccc(F)cc2)CC1)Nc1cc(C(F)(F)F)ccc1Cl	-16%	-3%	?	1%	-3%	0%	2%	-4%	0%	29%	-20%
Cc1ccc(Cn2ccc(NC(=O)C3C4CCC(C4)C3C(=O)O)n2)cc1 (configuration not stated)	?	0%	2%	0%	4%	-2%	-2%	4%	-7%	0%	-14%
Cc1cc(OCC(=O)Nc2ccc(CN3CCOCC3)cc2)c2c(C)c(C)c(=O)oc2c1	-43%	-2%	?	15%	21%	-17%	0%	?	-1%	9%	-33%
O=C(NCCc1nc2ccccc2[nH]1)/C(=C/c1ccc2c(c1)OCO2)NC(=O)c1ccccc1	10%	2%	1%	-3%	16%	1%	?	-9%	11%	-8%	3%
Cc1cccc(C)c1-n1nnnc1C(C)(C)N1CCN(N=O)CC1	-9%	4%	-1%	-3%	0%	-1%	-2%	-17%	·	-4%	-19%
CC(C)Oc1ccc(N2C(=O)c3ccccc3C2=O)cc1	?	0%	?	1%	?	0%	7.6µM*	8%	?	6%	4%
O=c1c2oc3ccccc3c2ncn1Cc1ccc(Cl)cc1	17%	2%	10%	3%	-1%	1%	0%	-9%	1%	9%	13%
Cc1cc(C)nc(-n2nc(C)cc2NC(=O)c2cccc(S(=O)(=O)N3CCOCC3)c2)n1	?	-3%	-5%	-9%	-29%	-1%	-2%	4%	-8%	2%	2%
COc1ccc(CNC(=O)N2CCc3ccccc3C2)cc1	15%	15%	14%	17%	-3%	0%	?	6%	-6%	12%	?
CCOC(=O)C(NC(C)=O)C(O)c1ccc([N+](=O)[O-])cc1 (configuration not stated)	1%	2%	2%	-2%	5%	2%	-2%	-6%	?	0%	0%
CCCN(CCC)CCCNC(=O)c1ccc2c(Cl)c3c(nc2c1)CCC3	-2%	0%	-1%	1%	9%	-1%	-5%	-9%	162%[activator]	12%	-14%
O=C1Nc2ccccc2/C1=N/N=C/c1ccc(-c2ccc([N+](=O)[O-])cc2)o1	-4%	-12%	1%	4%	25%	?	-1%	-3%	?	-4%	-18%
CCOc1ccc(NC(=O)CSc2nc3ccccc3c(=O)n2CCNC(C)=O)cc1	1%	-1%	-1%	2%	-1%	2%	1%	-3%	-10%	-5%	-2%
CC(NC(=O)/C(=C\c1ccco1)NC(=O)c1ccco1)C(=O)O (configuration not stated)	0%	0%	-6%	-2%	6%	-3%	0%	-1%	13%	13%	14%
CCC(=O)N1CCC2(CC1)Oc1ccc(F)cc1C(=O)C21CC(c2ccccc2)=NO1 (configuration not stated)	6%	-8%	-2%	-8%	9%	9%	0%	23%	-2%	-3%	-4%
COc1ccc(Cn2nnnc2C(CC(C)C)N2CCN(c3ccccc3)CC2)cc1 (configuration not stated)	19%	-2%	-12%	10%	-6%	14%	-1%	2%	-3%	-2%	-46%
CCOc1ccccc1NC(=O)CN(C)S(=O)(=O)c1cccc2nsnc12	44%	2%	-7%	-1%	0%	0%	-1%	4%	?	-16%	24%
COCCN(C(=O)CSc1nncn1-c1ccccc1)c1c(N)n(Cc2ccccc2)c(=O)[nH]c1=O	-11%	2%	0%	-5%	12%	1%	0%	1%	·	0%	-3%
COc1cccc(/C=C2/C(=O)NN(c3ccccc3)C2=O)c1	-2%	0%	-1%	-2%	-3%	-1%	24µM*	-12%	-7%	-3%	-14%
C=CCn1c(SCC(=O)Nc2c(C)n(C)n(-c3ccccc3)c2=O)nc2scc(-c3ccccc3)c2c1=O	11%	2%	-11%	-3%	?	0%	9%	4%	-2%	-6%	-5%
CC(C)(C)Cc1nnc(NC(=O)CCc2ccccc2)s1	6%	?	8%	?	3%	19%	-3%	-3%	-2%	14%	0%
Cc1cc(NC(=O)CCC2CCCC2)no1	27%	29%	15%	16%	0%	-2%	1%[2.3 µM]	23%	7%	?	-7%
O=C(CSc1nc(C2CC2)n(-c2ccccc2)n1)NCc1ccco1	·	-1%	0%	-2%	·	7%	3%	·	·	-1%	-3%
CCCCN(C)CCn1c(=S)[nH]c2ccc(N3CCOCC3)cc2c1=O	?	-4%	-4%	-3%	7%	-4%	0%	?	11%	?	-38%
CCC/C(=C1/c2ccccc2C(=O)N1c1ccccc1)c1ccc2c(c1)OCCO2	·	-7%	0%	0%	·	-13%	4%	·	·	-1%	-48%

2 of the compounds above, with bars between the fields:
Molecule | RORg inh | Rab9 prom act | ELG1 genotoxic | NPC1 prom act | MLL CXXC-DNA inh | uPA generation | FLuc modulator | Gal4-VP16 FLuc | MBNL1 CUG block | p53 reactivator | BRCA1 expr up
CCCCN(C)CCn1c(=S)[nH]c2ccc(N3CCOCC3)cc2c1=O | ? | -4% | -4% | -3% | 7% | -4% | 0% | ? | 11% | ? | -38%
CCC/C(=C1/c2ccccc2C(=O)N1c1ccccc1)c1ccc2c(c1)OCCO2 | · | -7% | 0% | 0% | · | -13% | 4% | · | · | -1% | -48%

Assay outcomes deposited in PubChem BioAssay by National Center for Advancing Translational Sciences (NCATS).

Some of the compounds tested. The share of hits here may be higher or lower than overall.
